Source: PubChem
LMPTP block = LMPTP (human) inhibition. inhibition, % at 20 µM. P24666. 360,000 tested, 0.22% active. recombinant LMPTP-A, OMFP fluorogenic substrate, fluorescence intensity;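 active means compounds that cut the enzyme signal by at least half of the control window in the single-dose screen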;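 further: plate controls were DMSO wells with enzyme plus substrate for no effect and substrate without enzyme for full effect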
Target sequence (P24666 whole entry, looked up): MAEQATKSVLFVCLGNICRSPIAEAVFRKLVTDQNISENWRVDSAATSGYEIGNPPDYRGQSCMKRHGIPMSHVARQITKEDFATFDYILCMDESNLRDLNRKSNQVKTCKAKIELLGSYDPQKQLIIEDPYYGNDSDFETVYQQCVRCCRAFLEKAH
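Assay system: LMPTP-A phosphatase enzyme | Input: 0.625 nM enzyme | Also added: Fluorogenic phosphatase substrate OMFP at 400 µM final | Compound dosing: One test concentration per compound, 20 µM, with 3% DMSO overall | Schedule: 50 min enzyme reaction at room temperature, protected from light | Signal: Fluorescence intensity | Benchmarks: no-enzyme and uninhibited controls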
Scp1 inh = inhibitors of human Scp-1 phosphatase | AID 493091 | inhibition, % at 20 µM | Recombinant Scp1, phosphopeptide, malachite green phosphate absorbance | 340,000 tested, 0.88% active;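 active means inhibition above about 50% at 20 µM, limit read from the data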;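 further: plate controls were DMSO wells with enzyme for no effect and wells lacking enzyme for full effect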
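System: truncated SCP-1 phosphatase (76-261aa); medium: Tris acetate buffer pH 5.5 with MgCl2 and Tween-20; incubation: 45 min room-temperature reaction, 5 min colour, 30 min stabiliser; compound: single 20 µM dose, 1% DMSO; reagent: Phosphorylated 17-residue peptide substrate; read-out: % inhibition at 20 µM; technique: colorimetric free-phosphate detection, absorbance 630 nm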
NadD inh = NadD (S. aureus) enzyme inhibition | purified NadD enzyme, colorimetric absorbance read-out | inhibition, % at 20 µM | 360,000 tested, 0.78% active; in the data active means inhibition above about 26%; further: some compounds past the cut are filed as inactive
DNMT1 inh = blocks human DNA methyltransferase DNMT1. 360,000 tested, 0.83% active. P26358. inhibition (reported as % activation of signal), % at 10 µM. DNMT1 molecular beacon, Hinp1I cleavage, fluorescence. AID 588458; in the data active means inhibition above about 50%
Rpn11 inh = Rpn11 (human) deubiquitinase inhibition; calls only at 20 µM; O00487; AID 588493; human 26S proteasome, Ub4-pepOG fluorescence polarization; 20S core pre-blocked with epoxomicin; 360,000 tested, 0.59% active;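 active means inhibition at 20 µM, scaled to each plate's controls, above about 33%, limit read from the data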
Target sequence (O00487 whole entry, looked up): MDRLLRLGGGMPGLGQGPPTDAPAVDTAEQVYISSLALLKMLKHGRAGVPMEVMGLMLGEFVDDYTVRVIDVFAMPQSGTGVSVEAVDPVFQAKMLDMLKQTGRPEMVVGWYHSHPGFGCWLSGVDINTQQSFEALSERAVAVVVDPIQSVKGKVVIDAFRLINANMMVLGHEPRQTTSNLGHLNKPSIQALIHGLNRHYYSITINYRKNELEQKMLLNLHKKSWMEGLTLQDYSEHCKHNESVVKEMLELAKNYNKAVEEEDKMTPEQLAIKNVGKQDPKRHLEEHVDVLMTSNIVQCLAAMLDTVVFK
STEP inh = blocks human striatal-enriched tyrosine phosphatase | recombinant STEP, OMFP fluorogenic substrate, fluorescence | P54829 | AID 588621 | inhibition, % at 20 µM | 360,000 tested, 0.25% active;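 active means inhibition at 20 µM, scaled per plate between control wells, above about 37%, limit read from the data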;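 further: 0% = DMSO with enzyme and substrate and 100% = substrate only without enzyme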
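Also added – OMFP at 25 µM · Test system – STEP tyrosine phosphatase · Technique – FITC-channel fluorescence of OMFP product · Schedule – 20 min at room temperature, dark · Evaluation – control-normalized % inhibition with plate pattern correction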
MsrA inh = inhibitors of bovine MsrA; inhibition, % at 15.5 µM; 360,000 tested, 0.75% active; purified bovine MsrA, absorbance read-out; in the data active means inhibition above about 4.5%;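 further: 0% = vehicle wells with enzyme and 100% = reference inhibitor wells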
SUMO1-SIM PPI = modulators of human SUMO1-mediated protein-protein interactions. AID 602429. 360,000 tested, 0.33% active. P63165. SUMO1 binding to a labelled peptide, TR-FRET, 1 h. inhibition, % at 20 µM; in the data active means inhibition above about 37%
Target sequence (P63165 whole entry, looked up): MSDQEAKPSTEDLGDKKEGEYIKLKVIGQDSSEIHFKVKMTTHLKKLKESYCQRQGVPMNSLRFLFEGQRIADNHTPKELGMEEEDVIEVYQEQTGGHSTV
CSN deneddyl inh = inhibitors of human CSN-mediated cullin deneddylation | Q92905 | Purified CSN, SCF-Nedd8-OG deneddylation, fluorescence polarization | inhibition, % at 12.5 µM | 360,000 tested, 0.38% active | AID 651999;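 active means pattern-corrected inhibition above about 35%, with an unprinted fluorescence ratio check between 0.5 and 1.5, limit read from the data, passing the limit was not always enough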;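 further: 0% = enzyme with substrate and 100% = substrate without enzyme; some results filed as inactive read as strong as hits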
Target sequence (Q92905 whole entry, looked up, one chain of several): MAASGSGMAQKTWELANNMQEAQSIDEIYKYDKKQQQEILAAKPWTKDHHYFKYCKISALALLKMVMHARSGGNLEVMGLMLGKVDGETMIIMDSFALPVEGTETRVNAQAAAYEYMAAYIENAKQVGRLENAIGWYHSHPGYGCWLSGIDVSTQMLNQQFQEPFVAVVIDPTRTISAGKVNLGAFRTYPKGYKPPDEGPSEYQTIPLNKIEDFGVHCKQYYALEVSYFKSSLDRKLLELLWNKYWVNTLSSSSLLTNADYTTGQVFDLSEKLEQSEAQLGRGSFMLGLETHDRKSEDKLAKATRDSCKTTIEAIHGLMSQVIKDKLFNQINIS
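test system = HEK293T-derived human Csn5 enzyme | amount = 0.24 nM Csn5 enzyme, final concentration | medium = Tris/NaCl/DTT buffer, pH 7.5 | schedule = 90 min reaction at room temperature | signal = FP | evaluation = inhibition of Csn5 cleavage, % | compound dosing = single dose of 12.5 µM compound with 0.25% DMSO | probe or stimulus = 10 nM SCFSkp2-Nedd8OG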
Tb MetRS inh = Trypanosoma brucei MetRS inhibition; inhibition, % at 11.9 µM; purified T. brucei MetRS, ATP depletion, Kinase-Glo luminescence; 360,000 tested, 0.4% active; AID 624268;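 active means inhibition above a per-plate cutoff of the control wells' mean inhibition plus 3 SD, cut at about 5.5% in these data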;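 further: 0% = DMSO wells median and 100% = median of wells with control inhibitor compound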
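Material – parasite MetRS enzyme · Medium – HEPES-MgCl2-KCl buffer plus DTT, spermine, BSA, pyrophosphatase · Reagent – ATP, methionine and E. coli bulk tRNA substrates · Times – 15 min enzyme-compound preincubation, 2 h reaction, 10 min detection, 25 °C · Measured by – luminescence of leftover ATP · Evaluation – percent inhibition relative to median high and low control wells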
* = called active by the depositor; i = inactive; · = no result given.

SMILES	LMPTP block	Scp1 inh	NadD inh	DNMT1 inh	Rpn11 inh	STEP inh	MsrA inh	SUMO1-SIM PPI	CSN deneddyl inh	Tb MetRS inh
C=CCOC(=O)C1=C[C@@H](c2ccc(C(F)(F)F)cc2)[C@H](CCCO)[C@@H](OCC)O1	2.3	-9	-6	2	i	-1	-0.7	2	0	-0.1
Cc1nc(CSc2n[nH]c(=O)n2-c2cccc(F)c2)cs1	-1.3	1	-1	1	i	-5	0.1	1	0	0.2
Cc1ccc(-c2nc(-c3cccnc3)sc2CC(=O)Nc2ccc3nc(C)sc3c2)cc1	4.8	5	12	-8	i	-1	0.4	-6	-12	0.4
COc1ccccc1-c1sc2cc3c(cc2c1-c1ccc(OCCN2CCOCC2)cc1)OCO3	2.6	4	-2	-17	i	1	·	34	-4	-1.7
COc1ccc(C(=O)N2CCN(c3ccc(N4CCOCC4)nn3)CC2)cc1OC	-3.0	-8	-4	1	i	1	0.7	23	1	-0.3
C/C=C/c1ccc(OCc2cc(=O)n3cc(C)ccc3n2)c(OC)c1	2.0	9	11	-1	i	2	0.8	-19	-2	-0.7
COc1ccc(CCNC(=O)C2CC3Cn4c(nc5ccccc54)C3N2Cc2ccccc2)cc1 (centres undefined)	1.8	3	1	2	i	0	0.0	4	-3	-0.2
O=C(COC(=O)CCC1CCCC1)Nc1ccc(Cl)cn1	-0.9	-5	-5	0	i	3	-0.2	3	1	-0.1
Cc1cc(S(=O)(=O)NCC2CC2)c(Cl)cc1Cl	0.4	-3	-10	1	i	1	1.5	3	-2	-1.6
O=C1OCC2=C1C(c1ccc(F)cc1)CC(=O)N2c1ccccc1 (centres undefined)	0.2	·	0	1	i	1	·	0	2	-0.2
CCC(C)c1ccc(OCC(=O)Nc2ccc(CN3CCOCC3)cc2)cc1 (centres undefined)	0.6	-5	-5	3	i	3	0.1	4	-3	-0.4
CN1CCN(C(=O)c2ccc(OCCOc3ccccc3)cc2)CC1	-2.1	-4	-3	-2	i	0	·	-4	-4	0.1
COc1ccc(OCCCC(=O)OC(C)C(=O)Nc2ccc(S(N)(=O)=O)cc2)cc1 (centres undefined)	-0.3	-9	-2	3	i	-3	0.1	17	2	-0.4
CCc1c(C)nc2ncnn2c1NCCc1ccc(OC)c(OC)c1	-0.3	-2	-3	1	i	-2	0.4	7	5	-0.4
CCOC(=O)c1sc(NC(=O)C(CC)OC(=O)C(CC(C)C)NC(=O)c2ccccc2)nc1C (centres undefined)	4.7	-10	6	1	i	-2	-1.8	-2	-1	-0.3
CCOC(=O)c1[nH]c2ccc(F)cc2c1NC(=O)c1ccccc1C(=O)O	-1.2	-10	-3	1	i	2	0.8	-10	-6	-0.3
C/C=C(\C)CN1CCN(c2ccccc2)CC1	-0.8	6	-2	1	i	-3	-0.3	0	-4	0.0
O=C(Nc1nccs1)c1ccc(Br)c(S(=O)(=O)N2CCOCC2)c1	-1.9	0	-3	-3	i	-2	2.6	0	0	-0.8
O=C(NCCCCNC(=O)c1ccc(Br)cc1)c1ccc(Br)cc1	-0.5	-5	4	4	i	-2	-1.0	2	-2	-0.2
CC(C)(C)OC(=O)NCCCCCNC(=O)c1nc[nH]c1C(=O)N1CCc2ccccc2C1	0.9	-6	5	-2	i	2	1.7	2	1	0.6
O=C(CN1C(=O)NC2(CCCC2)C1=O)NCC1CCCO1 (centres undefined)	-0.1	-2	-2	-2	i	-1	0.7	-2	-3	-1.2
O=C(C#Cc1ccccc1)NCc1ccccc1F	-0.3	1	-3	-1	i	-1	0.3	7	0	-1.4
CN1CCC(CNC(=O)Nc2csc3ccccc23)CC1	-5.0	-1	5	-8	i	-1	0.2	-1	3	-0.4
COc1ccc(S(=O)(=O)N2CCOCC2)cc1C(=O)NCC(c1ccco1)N1CCCC1 (centres undefined)	-0.4	3	-8	-1	i	-2	-1.1	1	-1	-0.1
CC[C@@]1(C(=O)OC)N[C@H](CN(C)C(=O)Nc2ccc(C(F)(F)F)cc2)[C@@H]2C(=O)N(Cc3ccccc3)C(=O)[C@@H]21	1.0	-4	-1	4	i	-2	-0.3	1	5	-0.1

The last four records of the section above come first, to join the parts.
SMILES	LMPTP block	Scp1 inh	NadD inh	DNMT1 inh	Rpn11 inh	STEP inh	MsrA inh	SUMO1-SIM PPI	CSN deneddyl inh	Tb MetRS inh
O=C(C#Cc1ccccc1)NCc1ccccc1F	-0.3	1	-3	-1	i	-1	0.3	7	0	-1.4
CN1CCC(CNC(=O)Nc2csc3ccccc23)CC1	-5.0	-1	5	-8	i	-1	0.2	-1	3	-0.4
COc1ccc(S(=O)(=O)N2CCOCC2)cc1C(=O)NCC(c1ccco1)N1CCCC1 (centres undefined)	-0.4	3	-8	-1	i	-2	-1.1	1	-1	-0.1
CC[C@@]1(C(=O)OC)N[C@H](CN(C)C(=O)Nc2ccc(C(F)(F)F)cc2)[C@@H]2C(=O)N(Cc3ccccc3)C(=O)[C@@H]21	1.0	-4	-1	4	i	-2	-0.3	1	5	-0.1
O=C1CS/C(=N/N=C/c2ccccc2OS(=O)(=O)c2ccccc2)N1	-1.7	-8	-1	-3	i	2	2.5	-5	1	0.2
COc1cc(C2N(c3ccc(F)cc3)C(=O)C3CCCN32)cc(OC)c1OC (centres undefined)	-1.2	-8	-3	-2	i	-1	0.9	-5	4	-0.1
CC(C)CC(=O)Nc1sc2c(c1C#N)CC(C)(C)NC2(C)C	-0.4	-2	2	3	i	2	-0.4	-2	-3	-0.9
CCOC(=O)Cc1csc(NC(=O)c2ccc(NC(C)=O)cc2)n1	-0.7	16	4	-8	i	-1	2.2	4	2	1.0
CCC(c1nnc(SCC(=O)Nc2ccc(Cl)cc2C(F)(F)F)n1C1CCCCC1)N(C)C (centres undefined)	1.0	3	1	1	i	-2	-0.4	5	-10	-0.4
CC(C)(C)C1=Nn2c(nnc2-c2ccccc2F)SC1	-0.1	-2	-3	7	i	0	·	-2	1	-1.1
CC/C(=N\N=C(/CC)c1ccccc1N)c1ccccc1N	4.3	-10	-7	-2	i	0	0.6	3	2	-0.5
Nc1ccc(C(=O)N/N=C2\CCCc3c2[nH]c2ccccc32)cc1	0.0	-5	0	-3	i	-2	5.3*	-9	6	-0.5
COc1cccc(N2C(=O)/C(=C\c3cccs3)NC2=S)c1	-0.5	-8	0	-2	i	-1	2.5	-17	4	0.5
CCc1ccccc1N(C)S(=O)(=O)c1ccc(-c2cc(C)no2)s1	3.1	-16	-4	-3	i	3	-0.2	-10	2	-0.1
COC(=O)c1ccc(CSC2=NC[C@@H]3[C@@H]4C(=O)N(Cc5ccccc5)C(=O)[C@@H]4[C@](C)(C(=O)OC)N23)cc1	-1.7	4	5	4	i	-1	0.3	4	1	-0.2
Cc1nc2c(Br)cc(Br)cc2c(=O)n1-c1ccccc1NC1OCC(O)C(O)C1O (centres undefined)	0.0	-2	4	2	i	-4	1.2	-1	-2	-0.6
COc1ccc(C(=O)N2CCCC(c3cc(C(=O)NCc4ccccc4)no3)C2)cc1 (centres undefined)	-0.8	·	-3	-4	i	2	-1.2	-5	0	-0.1
O=C(CN1C(=O)C2CC=CCC2C1=O)Nc1nnc(SCc2ccc(Cl)cc2)s1 (centres undefined)	1.2	-5	-1	-2	i	-2	0.3	1	-2	-0.6
O=C(N[C@@H](Cc1ccccc1)C(=O)CCl)OCc1ccccc1	-2.5	-1	1	3	i	2	-0.2	1	2	-0.5
Cc1cc(Cl)ccc1OCC(=O)N/N=C/c1ccc(OC2OC(CO)C(O)C(O)C2O)cc1 (centres undefined)	-0.5	1	-6	3	i	-1	0.8	-11	-1	-0.5
C=CCn1sc(N)c(C(=O)OCC)c1=S	-1.4	-2	3	-1	i	4	2.5	-14	-2	0.1
COCC(=O)Nc1ccc(Br)cc1C	0.3	-9	-5	1	i	-1	-0.4	-2	-4	-0.4
Cc1ccc(S(=O)(=O)CCC(=O)NNC(=O)CN(C)S(=O)(=O)c2ccc(C)cc2)cc1	0.0	2	0	-4	i	-2	-0.1	2	-3	-0.1
COc1ccc(C(O)c2nc(-c3ccc(F)cc3OC)cs2)cc1 (centres undefined)	1.3	·	2	0	i	-2	1.3	-2	4	-0.4
CC1CC(=O)C(C(C2=C(O)CC(C)CC2=O)c2ccccc2)=C(O)C1 (centres undefined)	0.3	4	5	9	i	4	0.3	0	0	-0.5
Cc1ccc(Nc2nnc(SCC(=O)Nc3cccc(S(=O)(=O)NC4=NCCCCC4)c3)s2)c(C)c1	-0.3	-1	6	-8	i	0	0.4	1	6	-0.1
CCOC(=O)N1CCC(NCCNC(=O)c2cccc(F)c2)CC1	-0.8	0	1	2	i	-2	-0.3	2	-3	-0.2
CC(Cc1ccsc1)NC(=O)CCc1nnc(CCc2ccccc2)o1 (centres undefined)	0.4	-3	3	1	i	2	-0.3	2	1	-0.6
Cc1ccc(NC(=O)COC(=O)CN2C(=O)COc3ccccc32)cc1	-1.3	-2	-6	1	i	0	0.2	0	1	0.6
(further entries)
SMILES	LMPTP block	Scp1 inh	NadD inh	DNMT1 inh	Rpn11 inh	STEP inh	MsrA inh	SUMO1-SIM PPI	CSN deneddyl inh	Tb MetRS inh
Cc1cc(C)cc(C(=O)Nc2nnc(SCC(=O)NCC3CCCO3)s2)c1 (centres undefined)	-0.6	-2	-3	-1	i	0	1.5	1	4	0.2
Fc1ccccc1/C=N/n1cnnc1	-0.6	-3	-3	2	i	3	0.3	0	0	0.1
O=C1OC(c2ccccc2)C(O)=C1c1ccccc1 (centres undefined)	-1.2	-5	1	-2	i	0	-0.5	2	-2	0.1
CCOC(=O)c1ccc(Oc2nc(N(C)C)nc(N(C)C)n2)cc1	0.5	3	4	2	i	2	-0.2	3	0	-0.6
CCCC(=O)Nc1ccc2c(c1)nc(CN1CCN(C(=O)OCC)CC1)n2CC	-0.3	-4	0	-1	i	0	0.0	-1	-1	0.2
CC1(C)CC(=O)c2c(O)cc(OCC(=O)N3CCN(c4ccc(F)cc4)CC3)cc2O1	0.6	5	-9	1	i	3	-0.1	4	6	-0.7
CCCCN1C(=N)N([C@@H](CCC)CN2CCC[C@H]2CN2C(N)=NC[C@@H]2Cc2ccccc2)C[C@H]1Cc1ccccc1	5.8	0	-8	4	i	-1	-0.9	-35	4	-0.3
Cc1csc(SCC(=O)Nc2ccc(S(=O)(=O)N3CCCC3)cc2)n1	-0.4	-1	0	0	i	-3	-0.6	3	2	-1.0
